# PRMT1 FP inh – PRMT1 (human) inhibition, primary screen. Q99873. recombinant PRMT1, activity-based probe fluorescence polarization. inhibition, % at 2.79 µM. 370,000 compounds, 1.3% hits. AID 652257;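 active means inhibition above about 21% made by adding two undisclosed values, limit read from the data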
# Target sequence (Q99873 whole entry, looked up): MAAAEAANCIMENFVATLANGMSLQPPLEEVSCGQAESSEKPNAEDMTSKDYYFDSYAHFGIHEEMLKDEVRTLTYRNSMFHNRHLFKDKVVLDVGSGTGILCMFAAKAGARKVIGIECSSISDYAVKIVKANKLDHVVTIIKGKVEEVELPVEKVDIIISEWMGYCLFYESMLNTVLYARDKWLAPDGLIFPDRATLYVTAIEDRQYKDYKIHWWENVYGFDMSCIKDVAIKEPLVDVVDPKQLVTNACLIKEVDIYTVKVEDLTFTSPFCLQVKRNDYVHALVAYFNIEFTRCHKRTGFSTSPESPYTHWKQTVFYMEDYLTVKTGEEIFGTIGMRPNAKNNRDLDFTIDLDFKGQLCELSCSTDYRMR
# TCR CD3 inh – blocks the human TCR-CD3 interaction. TAMRA-labeled TCR probe fluorescence, biochemical. inhibition, % at 9.4 µM. 360,000 compounds, 0.37% hits; in the data active means inhibition above about 19%;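 further: recombinant mutant TCR 2C K166C tagged with TAMRA read by polarization; 0% = receptor in buffer alone and 100% = receptor with positive control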
# HTRA1 inh – inhibitors of human serine peptidase HTRA1. Q92743. recombinant HTRA1, FP-rhodamine activity-based probe, fluorescence polarization. inhibition, % at 5.96 µM. 340,000 compounds, 0.5% hits; in the data active means inhibition above about 36%;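 further: 0% = enzyme with DMSO and 100% = wells lacking enzyme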
# SIAE primary – human SIAE inhibition, primary screen. SIAE FP-Rh probe binding, fluorescence polarization. Q9HAT2. AID 1053197. 370,000 compounds, 0.69% hits. inhibition, % at 9.66 µM;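 active means inhibition above a cutoff: mean of compounds within the control limits plus 3 SD of those, cut at about 17% in these data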;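 further: 0% = plate median of compound wells and 100% = probe without SIAE protein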
# Target sequence (Q9HAT2 whole entry, looked up): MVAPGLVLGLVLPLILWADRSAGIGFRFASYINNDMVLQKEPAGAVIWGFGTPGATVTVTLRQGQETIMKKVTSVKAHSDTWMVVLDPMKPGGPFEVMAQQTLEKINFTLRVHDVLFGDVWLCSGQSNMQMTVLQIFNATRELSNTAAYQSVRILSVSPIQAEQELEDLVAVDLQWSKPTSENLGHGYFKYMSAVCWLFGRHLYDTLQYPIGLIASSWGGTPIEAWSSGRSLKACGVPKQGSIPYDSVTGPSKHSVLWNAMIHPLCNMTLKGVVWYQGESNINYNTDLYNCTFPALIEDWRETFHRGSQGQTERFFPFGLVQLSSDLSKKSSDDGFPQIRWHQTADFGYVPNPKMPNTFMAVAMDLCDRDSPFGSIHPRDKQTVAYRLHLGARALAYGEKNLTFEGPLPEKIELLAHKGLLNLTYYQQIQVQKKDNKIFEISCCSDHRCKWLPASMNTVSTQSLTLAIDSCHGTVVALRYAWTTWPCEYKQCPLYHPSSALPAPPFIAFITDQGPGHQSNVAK
# UHRF1 binding – blocks human UHRF1 binding to methylated DNA; AID 687016; UHRF1 binding to methylated oligo, TR-FRET; 370,000 compounds, 0.75% hits; inhibition, % at 4.4 µM; in the data active means inhibition above about 21%;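 further: UHRF1 SRA domain binding a hemimethylated CpG hairpin DNA probe; 0% = median of test compound wells and 100% = reference inhibitor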
# ABHD4 inh – ABHD4 (mouse) inhibition, primary FP screen; Q8VD66; purified mABHD4, FP-Rh probe fluorescence polarization; inhibition, % at 8.92 µM; 370,000 compounds, 0.54% hits;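 active means inhibition exceeding the mean over every tested compound plus 3 SD, cut at about 30% in these data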;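 further: 0% = plate median of compound wells and 100% = S159A mutant with DMSO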
#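 system = mouse ABHD4 enzyme, wild type | medium = HEPES pH 7.0, NaCl, Pluronic buffer | also added = FP-Rh probe | incubation = Enzyme–compound pre-incubation 45 min, then probe 60 min, both 25 °C | technique = fluorescence polarization, excitation 525 nm, emission 598 nm, BODIPY TMR filters | controls = S159A mutant high control, sample median low control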
# LEDGF integ inh – blocks HIV-1 LEDGF/p75-dependent DNA integration; TR-FRET IN-LEDGF/p75 DNA integration, Eu/Cy5; inhibition, % at 3.7 µM; 370,000 compounds, 0.64% hits;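 active means inhibition above the screen-wide mean plus 3 SD, cut at about 13% in these data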;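 further: signal is the Cy5 over europium emission ratio at 671 and 618 nm; 0% = plate median of compound wells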
# PG9 Ab binder – small molecules binding HIV-1 gp120 antibody PG9; TR-FRET gp120-PG9 antibody binding; AID 624416; inhibition, % at 6.7 µM; 360,000 compounds, 0.43% hits; in the data active means inhibition above about 8.5%
# Tn7 DDE FP – inhibitors of Tn7 peptide binding to human fibrin DD(E) | P02675 | inhibition, % at 8.3 µM | AID 720508 | FP displacement of FITC-Tn7 peptide from fibrin DD(E); 0% = median of compound wells per plate | 370,000 compounds, 0.13% hits;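 active means inhibition above the mean of compounds falling within the control limits plus 3 SD of them, cut at about 14% in these data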;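 further: 0% = plate median of compound wells and 100% = 10 µM Aha-Tn7 peptide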
#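 Assay system: human fibrin DD(E). Input: DD(E) 2 µM final. Medium: Tris buffer with calcium and detergent, pH 7.8. Compound dosing: single point at 8.3 µM. Timing: 10 min plus 3 h, room temperature. Technique: fluorescence polarization of the labelled Tn7 tracer. Read-out: percent inhibition. Replicates: singlicate testing.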
# TDP2 absorb – TDP2 (human) inhibition, absorbance primary screen; O95551; recombinant TDP2, T5PNP hydrolysis, p-nitrophenol absorbance 415 nm; inhibition, % at 12.8 µM; 370,000 compounds, 0.34% hits; AID 720702;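 active means inhibition above the mean of all tested compounds plus 3 SD, set per campaign, cut at about 25% in these data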;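 further: 0% = DMSO with enzyme and 100% = buffer with substrate but no TDP2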
#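 Incubation: 2 h at 37 °C; Test system: recombinant human TDP2; Quantity: enzyme 120 nM; Read-out basis: percent inhibition; Medium: 50 mM Tris-HCl pH 7.5 with Mg2+, KCl, DTT, BSA; Repeats: single replicate; Compound: 12.8 µM single point, 1% DMSO; Signal: epi absorbance; Reagent: 5 mM T5PNP chromogenic substrate; Benchmarks: no-enzyme high, DMSO-plus-enzyme low.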
# * hit, by the source's call; . = not tested or not shown.
SMILES,PRMT1 FP inh,TCR CD3 inh,HTRA1 inh,SIAE primary,UHRF1 binding,ABHD4 inh,LEDGF integ inh,PG9 Ab binder,Tn7 DDE FP,TDP2 absorb
CC1CCN(c2ccc(C(=O)N3CCOCC3)cc2[N+](=O)[O-])CC1,-2,-2,5,2,-5,16,1,-0.8,-1,1
COc1ccccc1NS(=O)(=O)c1cccc(NS(=O)(=O)c2cc(C(=O)O)ccc2Cl)c1,-3,-2,-1,-7,-1,-1,-4,-0.3,2,-6
C=CCN(Cc1ccc(Br)s1)C(=O)c1ccc(OCc2c(C)noc2C)cc1,-2,0,-41,-1,-1,-2,-4,0.6,-1,0
O=C(NCc1ccccc1)C(c1ccccc1)n1c(-c2ccccn2)nc2ccccc21 (centres undefined),5,5,.,-4,4,-23,0,-2.4,-2,-11
O=C(Nc1ccc(F)cc1)c1nc(S(=O)(=O)Cc2ccccc2)ncc1Cl,39*,-3,-25,3,6,7,-1,0.8,2,-3
Cc1cc(OCC(=O)NCc2ccncc2)c2c(C)cc(=O)oc2c1,2,5,-3,-2,-3,-1,4,-0.5,-2,12
O=C(NCc1ccncc1)C1CCN(S(=O)(=O)c2ccc(F)cc2)CC1,3,0,13,-3,1,-3,-4,-1.5,10,-11
CC(NC(=O)c1ccco1)C(=O)OCC(=O)c1ccc(Cl)s1 (centres undefined),-1,5,-1,3,1,-6,1,-0.1,3,-2
O=C(CCCN1CCN(c2ccccc2)CC1)c1ccc(F)cc1,-7,-22,7,-5,-1,-8,6,0.6,-7,-15
O=C(Nc1ccc(F)cc1)c1ccc(CSc2ccc(Cl)cc2)o1,2,5,-59,-10,2,-26,-1,-0.8,8,6
COc1cccc(CNC(=O)c2ccc(NC(=O)CC3SC(N4CCCCC4)=NC3=O)cc2)c1 (centres undefined),-2,2,2,2,-1,-5,1,0.6,1,1
O=c1nc(-c2ccccc2)cn[nH]1,2,3,0,-5,-1,-4,2,-0.1,8,5
Cc1ccc(C(=O)NCCC2=CCCCC2)cc1S(=O)(=O)N1CCCCC1,1,-2,-10,-7,3,0,-5,0.6,-1,7
CC(=O)OCCCNc1cc(Sc2ccc(Cl)cc2)c2nonc2c1[N+](=O)[O-],5,3,6,4,-5,0,1,1.1,1,2
N#Cc1c(-c2cccs2)nc(SCC(=O)c2cccs2)[nH]c1=O,4,9,-42,-43,0,-77,0,4.2,-2,-17
Cc1ccc(NC(=O)c2ccc(Nc3ccccc3F)nc2)cc1,2,1,-38,-2,1,0,4,0.9,-7,-4
COc1ccc(CCNC(=O)C23CCC(C)(C(=O)O2)C3(C)C)cc1OC (centres undefined),-2,5,3,0,-2,-4,4,-1.9,-11,1
Cc1ccccc1OCC(=O)OCC(=O)Nc1ncc(Cl)c(C)c1Cl,-2,1,9,-4,1,9,1,0.8,-6,-5
Fc1cccc(Cl)c1CSc1nnc2ccccn12,-2,-2,5,-2,0,2,1,-1.5,-2,4
O=C(Nc1ccccc1)Nc1cnccn1,-2,7,0,6,-1,5,0,-2.9,0,-9
O=C(OCc1cc2ccccc2[nH]c1=O)c1ccccn1,-2,3,1,1,-1,6,-3,-1.3,6,9
Clc1ccccc1OCc1nn2c(-c3ccncc3)nnc2s1,3,-8,-3,-8,-5,-4,-5,0.6,2,5
COc1ccccc1CC(=O)N1CCN(S(=O)(=O)c2ccccc2F)CC1,-2,-3,-3,7,1,0,4,-0.9,-4,5
COc1cc([N+](=O)[O-])ccc1NC(=O)CCN1C(=O)C2C3CCC(C3)C2C1=O (centres undefined),-3,-1,5,1,1,7,-2,1.4,1,8
O=S1(=O)CC(N2CCCCC2)CN1Cc1cn(Cc2ccc(C(F)(F)F)cc2)nn1 (centres undefined),0,3,.,6,10,8,1,-0.4,-1,-1
Cc1ccc(NC(=O)COC(=O)c2ccccc2Cl)cc1S(=O)(=O)N(C)C,-6,0,-5,3,2,-4,7,-1.1,-6,6
COC(=O)COC(=O)CC(CC(N)=O)c1ccccc1 (centres undefined),-2,7,1,-5,1,0,4,-2.7,-5,-4
Cc1ccc(-c2nc3cc(N)ccc3o2)c(C)c1,-2,3,-1,-4,1,5,2,4.0,-7,-4
CC(=O)c1csc(COc2ccccc2)n1,-4,-10,2,1,10,2,3,-0.9,-3,-12
CCN(CC(=O)Nc1ccc2c(c1)OCO2)Cc1nc2ccccc2c(=O)[nH]1,-3,4,0,2,-2,-3,-3,-1.4,1,4
Cc1ccc(C(=O)OCC(=O)NC2CCCCC2)s1,0,4,4,-1,-2,3,-5,-1.0,5,-6
Cc1c(C(=O)NC2=NCCS2)oc2ccccc12,2,-5,0,-2,1,-11,2,1.5,-2,-5
Cc1ccc(NC(=O)COc2ccc(/C=N/NC(=O)CSCc3ccccc3)cc2)cc1,-3,1,-11,9,0,-5,-1,0.2,14,-12
CCOC(=O)C1(Cc2cccc(Cl)c2)CCCN(C(=O)c2cc(CC)on2)C1 (centres undefined),-1,2,-5,1,1,1,2,-1.8,-2,2
COc1ccccc1C(=O)NCC(=O)N1CCN(S(=O)(=O)c2ccccc2C(F)(F)F)CC1,-1,-11,-3,-5,2,-3,9,-2.7,6,-23
Cc1c(C(=O)N2CCCC2)nnn1-c1nonc1N,-1,-2,2,0,-1,5,-2,0.0,-1,9
OCC[C@H]1C[C@@H](O)[C@H](O)[C@@]2(CCCO2)O1,1,-3,7,-7,1,0,-1,0.9,6,4
O=C(N/N=C/c1cc2cc3c(cc2nc1Cl)OCO3)c1ccncc1,-3,-2,12,0,-2,-1,4,-1.1,1,-11
COc1ccc(/C(O)=C2/C(=O)C(=O)N(c3ccccn3)C2c2ccc(OC)c(OC)c2)cc1 (centres undefined),2,4,8,12,0,-1,3,0.2,0,11
COc1cc(C2c3cc4c(cc3OC(NCCc3ccccc3)C2C)OCO4)cc(OC)c1OC (centres undefined),-3,9,5,4,-5,-3,2,-1.3,-3,2
Cc1cc(-c2nnc(CCC(=O)N(CC3CCC3)CC3CCCO3)o2)no1 (centres undefined),-2,6,0,0,0,2,-1,-2.0,-2,9
COc1ccc(OC)c(Nc2ccc(Nc3cc(OC)ccc3OC)nn2)c1,1,-9,17,7,3,21,0,-1.3,-8,-20
COc1ccc(Cl)cc1NC(=O)CN(C)C(=O)c1cc2ccccc2cc1OC,-2,-5,-27,2,1,-6,3,1.2,0,-14
O=C(CS(=O)(=O)c1ccc(Cl)cc1)Nc1nccs1,4,-8,0,1,-1,9,-6,0.8,-3,-6
COc1ccc(-c2ccc3c(c2)S(=O)(=O)c2cccc(C(=O)N4CCN(c5ccccn5)CC4)c2C3=O)cc1OC,0,3,-3,-2,-2,8,-2,-0.8,-1,8
CCN(CCn1cccn1)C(=O)CC1C(=O)NCCN1Cc1ccc(F)c(F)c1 (centres undefined),7,-1,7,7,3,3,-7,-1.0,0,-9
COc1cccc(CNC(=O)Cc2ccc(S(=O)(=O)N3CCOCC3)s2)c1,1,3,-1,2,-2,3,-2,-1.0,-3,8
COc1ccc(S(=O)(=O)NCc2cc(-c3ccccc3Cl)no2)cc1,1,-3,-1,-2,1,4,2,-0.5,2,9

# Exported as labelled records: part of the list above.
CCN(CCn1cccn1)C(=O)CC1C(=O)NCCN1Cc1ccc(F)c(F)c1 (centres undefined)
  PRMT1 FP inh = 7; TCR CD3 inh = -1; HTRA1 inh = 7; SIAE primary = 7; UHRF1 binding = 3; ABHD4 inh = 3; LEDGF integ inh = -7; PG9 Ab binder = -1.0; Tn7 DDE FP = 0; TDP2 absorb = -9

COc1cccc(CNC(=O)Cc2ccc(S(=O)(=O)N3CCOCC3)s2)c1
  PRMT1 FP inh = 1; TCR CD3 inh = 3; HTRA1 inh = -1; SIAE primary = 2; UHRF1 binding = -2; ABHD4 inh = 3; LEDGF integ inh = -2; PG9 Ab binder = -1.0; Tn7 DDE FP = -3; TDP2 absorb = 8

# The listing continues:
SMILES,PRMT1 FP inh,TCR CD3 inh,HTRA1 inh,SIAE primary,UHRF1 binding,ABHD4 inh,LEDGF integ inh,PG9 Ab binder,Tn7 DDE FP,TDP2 absorb
O=c1c(-c2ccccc2Cl)coc2c(CN3CCCCC3)c(O)ccc12,5,5,6,-1,-2,-5,0,1.3,9,-4
O=C(Nc1ncc(C(F)(F)F)cc1Cl)C1COc2ccccc2O1 (centres undefined),0,5,6,4,1,4,2,-1.1,5,-8
CCc1ccc(N2CC(C(=O)N/N=C/c3ccccc3)CC2=O)cc1 (centres undefined),-1,3,-13,12,-1,7,1,0.1,-6,-7
O=C(Cc1ccc(S(=O)(=O)N2CCOCC2)s1)N1CCN(S(=O)(=O)c2cccc(Cl)c2)CC1,2,-2,-2,-2,1,-3,-2,1.3,4,-3
Cc1ccc(C(=O)Nc2ccc3nc(C)sc3c2)o1,4,-6,1,-1,-1,1,-2,-1.4,-1,0
CCOC(=O)C1=CN(Cc2cccc(F)c2)S(=O)(=O)N(CC)C1CCc1ccccc1 (centres undefined),-1,2,-20,-5,0,-2,1,2.3,-5,8
COc1ccccc1NS(=O)(=O)c1ccc(NC(=O)Cc2cccs2)cc1,-2,1,-8,-3,0,2,3,-0.2,1,7
Cc1ccc([C@H]2N[C@]3(CCCN(Cc4cccn4C)C3=O)[C@H]3C(=O)N(C)C(=O)[C@@H]23)cc1,13,-4,-1,-1,0,-7,-5,-3.3,7,9
CCOc1ccccc1CN1CCC(n2nccc2NC(=O)C2CCCC2)CC1,1,1,2,-4,2,-3,4,-0.4,0,-2
Cc1cc(C)cc(OC(=O)C23CCC(C)(C(=O)O2)C3(C)C)c1 (centres undefined),7,1,-1,-4,3,-14,0,1.0,7,-12
CCOC(=O)N1CCN(C(=O)COC(=O)c2ccc(Cl)nc2)CC1,-1,2,7,-3,-1,-2,3,-0.8,-3,0
Cc1cccc(Oc2c([N+](=O)[O-])c(=O)n(C)c3ccccc23)c1,30*,1,3,5,7,11,-6,2.9,-3,0
CC(=O)Nc1ccc(/C=C/c2nc(-c3ccccc3O)n[nH]2)cc1,5,-1,-4,-18,3,-23,1,0.1,-5,8
COc1ccc(C2NC(=S)NC3=C2CCc2ccccc23)cc1OC (centres undefined),7,-2,1,-4,-4,-6,5,0.8,-8,-17
C=CCn1c(Cc2cccs2)nnc1SCC(=O)NCc1ccco1,3,1,-1,-8,-1,-1,2,0.8,1,7
CC(=O)c1cnc(-c2ccccn2)s1,22*,-2,2,-1,0,-15,2,0.3,5,-11
OCCN(Cc1ccccc1)Cc1ccccc1Cl,0,3,4,14,3,4,1,-1.4,-4,24
CN1OC[C@@H]2CN(C(=O)c3cccnc3)[C@H](c3ccc(N4CCCCC4)cc3)C[C@@H]21,2,-10,.,6,3,-4,0,-3.1,2,9
